CHT allo act: allosterically activates the human high affinity choline transporter; CHT-expressing cells, membrane potential dye, choline EC20; hits give high values; LV-AA mutant CHT in HEK293 cells; B-score at 10 µM; 0.49% of 310,000 active; AID 488977;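 active means initial fluorescence not abnormally high and integrated response B-score, plate-corrected, over 3 SD above library mean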
Target sequence (Q9GZV3 whole entry, looked up): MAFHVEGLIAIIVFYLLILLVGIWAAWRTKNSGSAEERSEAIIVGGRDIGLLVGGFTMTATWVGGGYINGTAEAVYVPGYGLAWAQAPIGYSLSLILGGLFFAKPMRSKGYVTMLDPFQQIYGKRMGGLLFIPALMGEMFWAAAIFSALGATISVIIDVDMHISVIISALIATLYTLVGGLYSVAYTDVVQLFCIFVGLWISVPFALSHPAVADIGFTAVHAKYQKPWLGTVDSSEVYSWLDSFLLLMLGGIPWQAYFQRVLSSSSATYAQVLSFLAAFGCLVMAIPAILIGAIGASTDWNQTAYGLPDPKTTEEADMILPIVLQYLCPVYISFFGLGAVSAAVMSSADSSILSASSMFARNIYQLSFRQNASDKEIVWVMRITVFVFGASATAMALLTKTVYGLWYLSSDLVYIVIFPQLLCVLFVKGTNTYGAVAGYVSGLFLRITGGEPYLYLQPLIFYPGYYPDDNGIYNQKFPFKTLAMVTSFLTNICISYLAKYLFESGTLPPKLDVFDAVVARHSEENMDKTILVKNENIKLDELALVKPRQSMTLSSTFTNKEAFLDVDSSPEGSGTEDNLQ
STK33 inh: blocks human STK33 kinase activity | inhibition, % at 10 µM | purified STK33, MBP phosphorylation, ADP-Glo luminescence | 0.073% of 320,000 active;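 active means inhibition at or above 25%, using the most active replicate where run in duplicate; inactive means inhibition below 25%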
Target sequence (Q9BYT3 whole entry, looked up): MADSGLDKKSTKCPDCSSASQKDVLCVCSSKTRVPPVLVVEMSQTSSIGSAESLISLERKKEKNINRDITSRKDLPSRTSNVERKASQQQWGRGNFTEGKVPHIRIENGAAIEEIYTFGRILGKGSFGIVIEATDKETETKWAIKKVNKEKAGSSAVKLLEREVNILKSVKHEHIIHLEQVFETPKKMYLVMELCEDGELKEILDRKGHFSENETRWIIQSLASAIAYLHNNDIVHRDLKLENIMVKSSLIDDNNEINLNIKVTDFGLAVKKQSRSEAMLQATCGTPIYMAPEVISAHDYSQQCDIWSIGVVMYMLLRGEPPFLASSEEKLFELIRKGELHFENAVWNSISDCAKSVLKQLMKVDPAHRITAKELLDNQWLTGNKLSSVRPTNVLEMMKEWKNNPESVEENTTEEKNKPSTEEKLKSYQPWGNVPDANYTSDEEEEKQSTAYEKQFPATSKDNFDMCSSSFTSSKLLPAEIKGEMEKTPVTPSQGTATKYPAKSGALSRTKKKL
CHT block: human CHT choline transport inhibition. CHT-expressing cells, membrane potential dye, choline response; hits give low values. B-score at 10 µM. 0.86% of 310,000 active. AID 488975;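 active means B-score over 3 SD under the library average, and starting fluorescence ratio not unusually high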;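 further: choline stimulus applied at its EC90 after an EC20 pre-addition; B-score computed on integrated fluorescence ratio after choline addition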
An asterisk follows results filed as active; i = inactive; . = not tested or not shown.

| smiles | CHT allo act | STK33 inh | CHT block |
| --- | --- | --- | --- |
| Cc1ccc(NC(=O)CN2C(=O)N/C(=C/c3cccn3-c3ccc(C(=O)O)cc3)C2=O)cc1 | i | -0.9 | i |
| Cc1csc(NC(=O)CSc2nncc(=O)n2N)n1 | i | -2.0 | i |
| Cc1nc2c(oc3ccccc32)c(=O)o1 | i | 0.1 | i |
| Cc1ccc(N2C(=O)[C@@H]3C(C(=O)CCN4C(=O)c5ccccc5C4=O)=NN[C@@H]3C2=O)cc1 | i | -0.3 | i |
| Cc1ccc2nc(NC(=O)c3ccc(N4C(=O)CCC4=O)cc3)sc2c1 | i | 0.2 | i |
| Cc1cccc(NC(=O)CSc2nc(N)c(NC(=O)c3ccccc3F)c(=O)[nH]2)c1 | i | -0.7 | i |
| COc1ccc(CN2C[C@H](Cc3ccccc3)[C@@H](CC(=O)Nc3ccccc3)C2=O)cc1 | i | -0.4 | i |
| COc1cccc(NC(=O)Nn2cnnc2)c1 | i | -0.8 | i |
| COc1cc2nc(SCc3ccc(C(F)(F)F)cc3)n(Cc3cccs3)c(=N)c2cc1OC | i | -1.1 | i |
| COc1ccccc1Nc1nc(-c2cccc([N+](=O)[O-])c2)cs1 | i | -0.7 | i |
| COc1ccccc1-c1coc2cc(OC(=O)/C=C/c3ccccc3)ccc2c1=O | i | 0.3 | i |
| Cc1cc(Cl)ccc1OCC(=O)NCCC(=O)O | i | -0.2 | i |
| COc1ccc(CCNC(=O)CNS(=O)(=O)c2cccs2)cc1OC | i | -0.5 | i |
| Cc1cc(NCC2CCCCC2)nc2ccccc12 | i | -1.7 | i |
| Cc1ccc(/C=N\NC(=O)c2ccc(Cn3cc(Br)c([N+](=O)[O-])n3)o2)o1 | i | 0.7 | i |
| O=C(CN1CCCCC1)NNc1nc(-c2ccccc2)c2cc(Br)ccc2n1 | i | 1.9 | i |
| COC(=O)c1ccc(NC(=O)CN(c2ccc(OC)cc2)S(C)(=O)=O)cc1 | i | 0.1 | i |
| CN(c1ccc(OC(=O)CN2C(=O)NC3(CCCC3)C2=O)cc1)S(=O)(=O)c1ccccc1 | i | 0.4 | i |
| Cc1ccc(S(=O)(=O)N/N=C/c2cccc([N+](=O)[O-])c2)cc1 | i | -0.8 | i |
| Cc1nc(-c2ccc(S(=O)(=O)Nc3ccccc3C)cc2)co1 | i | 0.0 | i |
| COc1ccc(NC(C)(C)c2nnnn2-c2c(C)cccc2C)cc1 | i | 5.5 | -5.4* |
| Cc1ccccc1C(=O)N1CCN(c2ccc(NC(=O)c3cccc(OC(C)C)c3)cc2)CC1 | i | -0.5 | i |
| O=C(NCc1ccccn1)C(C(=O)c1ccc(F)cc1)n1ccccc1=O (stereo not given) | i | 1.0 | i |
| O=C(/C=C/c1ccccc1)NCCS(=O)(=O)N1CCN(c2ccc(F)cc2)CC1 | i | -0.3 | i |
| CCOC(=O)CSC1=NC(=O)/C(=C\c2ccc(Cl)cc2)S1 | i | -2.2 | i |
| COc1ccc(C2=CC(=O)CC(c3ccc(F)cc3)C2)cn1 (stereo not given) | i | 0.0 | i |
| CCOCCCNC(=O)C(c1ccc(OC)cc1)N(Cc1ccc2c(c1)OCO2)C(=O)c1cnccn1 (stereo not given) | i | -0.9 | i |
| COc1cc(C(=O)Nc2ccccn2)cc(OC)c1OC | i | -0.7 | i |
| CN1CCN(C(c2ccc(Cl)cc2)c2cc(Cl)c3cccnc3c2O)CC1 (stereo not given) | i | -1.4 | i |
| CN(C)CCC(Oc1ccccc1OCc1ccccc1)c1ccccc1 (stereo not given) | i | -0.3 | i |

The list goes on:
| smiles | CHT allo act | STK33 inh | CHT block |
| --- | --- | --- | --- |
| O=C(NCc1n[nH]c(=S)n1-c1ccc(F)cc1)c1ccc(S(=O)(=O)N2CCCCC2)cc1 | i | 1.2 | i |
| Cc1ccc(NC(=O)CS(=O)(=O)c2cn(C)c3ccccc23)c(C)c1 | i | -1.6 | i |
| CCOC(=O)Cc1csc(NC(=O)CCc2ccc(S(=O)(=O)N3CCOCC3)cc2)n1 | i | -3.1 | i |
| CC12CCC(=O)N1C(C(=O)Nc1nnc(SCc3ccccc3F)s1)CS2 (stereo not given) | i | -1.3 | i |
| COc1ccc(CNC(=O)CSc2nnc3c(Cl)cc(C(F)(F)F)cn23)cc1OC | i | -0.5 | i |
| COc1ccc(N2CCN(c3oc(COc4ccccc4Cl)nc3C#N)CC2)cc1 | i | -0.8 | i |
| COC1=NS(=O)(=O)c2ccccc21 | i | 0.1 | i |
| [O-]/[N+](=C\c1ccncc1)c1ccc(Br)cc1 | i | -0.1 | i |
| Cc1cc(-n2c(C)cc(C(=O)CSc3nc(N)cc(=O)[nH]3)c2C)no1 | i | -1.1 | i |
| CN1CCN(S(=O)(=O)c2cccc(C(=O)Oc3cccc(C#N)c3)c2)CC1 | i | . | i |
| CN(C)CCN(C(=O)c1ccc2c(c1)OCCO2)c1nc2ccc(Cl)cc2s1 | i | -0.6 | i |
| COc1cc(Nc2cc(C)nc3ncnn23)cc(OC)c1OC | i | -0.8 | i |
| Cc1cc(C)n2nc(C(=O)N(C)C(c3ccccc3)c3ccccc3)nc2n1 | i | -0.1 | i |
| COc1cccc(/C=N/Nc2nc3ccccc3[nH]2)c1O | i | 3.2 | i |
| CC(=O)Oc1c(Cl)cc(Cl)cc1/C=C/c1ccc2ccccc2n1 | i | -0.9 | i |
| COc1cccc(CNS(=O)(=O)c2c(C(=O)N3CCCCCC3)c(C)n(C)c2C)c1 | i | -1.2 | i |
| NC(=O)c1cc(S(=O)(=O)N2CCOCC2)ccc1N1CCCC1 | i | -1.4 | i |
| O=C(CNC(=O)c1cc2c(n(-c3ccccc3)c1=O)CCCC2=O)c1ccccc1 | i | -0.5 | i |
| Nn1c(SCC(=O)Nc2ccc3c(c2)OCCO3)nnc1C(F)(F)F | i | -0.9 | i |
| O=C(CN1CCCCC1)Nc1ccc(S(=O)(=O)N2CCCCCC2)cc1 | i | 0.5 | i |
| COc1ccc(NC2=CC(c3ccc(OC)c(OC)c3)N(c3ccc(OC)cc3)C2=O)cc1 (stereo not given) | i | -2.2 | i |
| S=C(Nc1cc(Cl)ccc1Oc1ccccc1)N1CCN(c2ccccn2)CC1 | i | -1.4 | i |
| Cc1c(NC(=O)c2ccc(Cl)c(S(=O)(=O)N3CCOCC3)c2)c(=O)n(-c2ccccc2)n1C | i | -0.3 | i |
| COc1cccc(NC(=O)C2Cc3ccccc3CN2C(=O)c2ccco2)c1 (stereo not given) | i | 0.1 | i |
| COc1ccc(C2C=C(c3cccs3)Nc3nc(CCCO)nn32)cc1 (stereo not given) | i | 0.1 | i |
| CCOc1ccccc1N1CCN(Cc2cc3c(cc2[N+](=O)[O-])OCO3)CC1 | i | -0.2 | i |
| CCC(C)(C)NC(=O)Cn1c(-c2ccccc2)cc(C(C)=O)c1C | i | -1.6 | i |
| CC(C)(C)NC(=O)COc1ccc(CNc2ncn[nH]2)cc1 | i | -1.1 | i |
| CCc1ccc(NC(=S)Nc2ccc(S(=O)(=O)Nc3ncccn3)cc2)cc1 | i | -1.2 | i |
| CC(C)(C)C1CCC(C(=O)OCC(=O)N2CCN(C(=O)c3ccco3)CC2)CC1 (stereo not given) | i | -1.2 | i |

The final 2 entries of the section above lead into the next.
| smiles | CHT allo act | STK33 inh | CHT block |
| --- | --- | --- | --- |
| CCc1ccc(NC(=S)Nc2ccc(S(=O)(=O)Nc3ncccn3)cc2)cc1 | i | -1.2 | i |
| CC(C)(C)C1CCC(C(=O)OCC(=O)N2CCN(C(=O)c3ccco3)CC2)CC1 (stereo not given) | i | -1.2 | i |
| COc1ccccc1-n1c(-c2cc(-c3ccc(F)cc3)n[nH]2)n[nH]c1=S | i | -0.9 | i |
| Oc1ccc(-c2nccc(-c3ccccn3)n2)cc1 | i | 0.7 | i |
| Cc1ccccc1-n1c(SCC(=O)N(C)C2CCS(=O)(=O)C2)nc2ccccc2c1=O (stereo not given) | i | -0.1 | i |
| CC(C)N(C(=O)CSc1nnc(Cn2nnc3ccccc32)n1C)C(C)C | i | -1.6 | i |
| Cc1ccc(N(CC(=O)NCC2CCCO2)C(=O)CCC(=O)Nc2ccccn2)cc1 (stereo not given) | i | -2.1 | i |
| COc1ccc(C(=O)N(c2ccccn2)C2CCCCC2)c(OC)c1 | i | 0.1 | i |
| COc1ccccc1N1CCN(C(=O)c2cc(C)on2)CC1 | i | -0.4 | i |
| Cc1cc(C)c(S(=O)(=O)NCCCn2ccnc2)c(C)c1 | i | -0.6 | i |
| CCOC(=O)CSc1nc2sc3c(c2c(=O)[nH]1)CC(C)(C)OC3 | i | -3.4 | i |
| O=C(N/N=C/C=C\c1ccco1)c1cccs1 | i | -0.1 | i |
| CN(c1ccccc1C(=O)N1CCN(c2ccccc2)CC1)S(C)(=O)=O | i | 0.5 | i |
| O=C(NCc1n[nH]c(=S)n1-c1cccc(C(F)(F)F)c1)c1ccco1 | i | -1.2 | i |
| O=C1/C(=C/c2ccccn2)SC(=S)N1N1CCOCC1 | i | 0.4 | i |
| CCCNC(=O)Nc1cc(OC)c(OC)cc1Cc1nccc2cc(OC)c(OC)cc12 | i | -1.8 | i |
| Cc1cc(=O)n2[nH]c(=O)c(N=Nc3ccccc3)c2[nH]1 | i | -0.1 | i |
| Fc1ccc(-c2csc(NC(=S)Nc3ccccc3)n2)cc1 | i | 0.3 | i |
| CC(C)NC(=O)NC(=O)COC(=O)/C=C/c1ccc2c(c1)OCO2 | i | 1.0 | i |
| Cc1ccc(S(=O)(=O)NCC2CCC(C(=O)N3CCOCC3)CC2)cc1 (stereo not given) | i | -1.5 | i |
| Cc1cc([N+](=O)[O-])ccc1NC(=O)CSc1nnc(C)n1C | i | -0.2 | i |
| COc1cc(/C=N/NC(=O)c2cc(-c3ccccc3)nc3ccccc23)cc(OC)c1O | i | -1.9 | i |
| COC(CNC(=O)C(=O)NCC1OCCN1S(=O)(=O)c1ccccc1)OC (stereo not given) | i | 0.0 | i |
| COc1ccccc1-n1cnnc1SCC(=O)NCc1cccs1 | i | -0.3 | i |
| COc1ccc(-c2nn(-c3ccccc3)cc2C(=O)N(C)CC(=O)Nc2ccc(N3CCOCC3)cc2)cc1 | i | -2.0 | i |
| Cc1cc(C(=O)OCC(=O)Nc2cc(S(=O)(=O)N(C)C)ccc2C)c2ccccc2n1 | i | -0.7 | i |
| CSc1ccccc1NC(=O)C1CC(c2ccccc2O)=NO1 (stereo not given) | i | -1.7 | i |
| COc1ccc(NC(=O)CN2CCN(S(=O)(=O)c3ccc(F)cc3)CC2)cc1Cl | i | 0.9 | i |
| O=C(Nc1nc2ccccc2[nH]1)c1ccc(F)cc1 | i | 0.3 | i |
| CCCc1sc(N2CCCC(C(N)=O)C2)nc1-c1ccccc1 (stereo not given) | i | -1.7 | i |
| COc1ccc(CCNC(=O)C2CC(c3ccc(C(F)(F)F)cc3)=NO2)cc1 (stereo not given) | i | -1.4 | i |
| COc1cccc(/C(O)=C2/C(=O)C(=O)N(Cc3ccco3)C2c2ccncc2)c1 (stereo not given) | i | -2.3 | i |

Next part (six carried over from the part before).
| smiles | CHT allo act | STK33 inh | CHT block |
| --- | --- | --- | --- |
| CSc1ccccc1NC(=O)C1CC(c2ccccc2O)=NO1 (stereo not given) | i | -1.7 | i |
| COc1ccc(NC(=O)CN2CCN(S(=O)(=O)c3ccc(F)cc3)CC2)cc1Cl | i | 0.9 | i |
| O=C(Nc1nc2ccccc2[nH]1)c1ccc(F)cc1 | i | 0.3 | i |
| CCCc1sc(N2CCCC(C(N)=O)C2)nc1-c1ccccc1 (stereo not given) | i | -1.7 | i |
| COc1ccc(CCNC(=O)C2CC(c3ccc(C(F)(F)F)cc3)=NO2)cc1 (stereo not given) | i | -1.4 | i |
| COc1cccc(/C(O)=C2/C(=O)C(=O)N(Cc3ccco3)C2c2ccncc2)c1 (stereo not given) | i | -2.3 | i |
| Cc1cccc(NC(=O)c2cc(-c3ccccn3)nc3ccccc23)c1C | i | 0.5 | i |
| Cc1cccc(C(=O)N[C@H](C(=O)NCCc2ccc(Cl)cc2)C(C)C)c1 | i | -0.7 | i |
| CCCS(=O)(=O)N1CCn2c(nc3ccccc32)C1 | i | -2.4 | i |
| O=C(O)CN1C(=O)C2(OCCO2)c2cc(Br)ccc21 | i | -0.6 | i |
| O=c1[nH]c2cc3c(cc2cc1CN(Cc1ccco1)C(=S)NCCCN1CCOCC1)OCCO3 | i | 1.5 | i |
| CN(C)c1ccc(NC(=O)c2ccc3nc[nH]c3c2)cc1 | i | -0.7 | i |
| Cc1cc(C)cc(OCC(=O)NNC(=O)C2CCCO2)c1 (stereo not given) | i | -3.2 | i |
| NC(=O)C1CCN(C(=O)COc2ccc3c(c2)oc(=O)c2ccccc23)CC1 | i | 0.1 | i |
| COc1ccc(Br)cc1CN(C)CC(=O)Nc1cc(Cl)cc(Cl)c1 | i | . | i |
| CCCCOc1ccc(C(=O)Nc2ccc(N3CCN(C(C)=O)CC3)cc2)cc1 | i | 0.3 | i |
| CCC(CC)c1nnc(NC(=O)c2cc([N+](=O)[O-])ccc2N2CCCCC2)s1 | i | -1.5 | i |
| COc1cc(OC)c(OC)cc1/C=N/NC(=S)NCC1CCCO1 (stereo not given) | i | -2.4 | i |
| CCn1c(SCC(=O)Nc2cc(NC(C)=O)ccc2OC)nnc1-c1cccnc1 | i | 0.6 | i |
| Cc1ccc(-n2ncc3c(SCc4ccccc4)ncnc32)cc1 | i | -3.8 | i |
| Cc1ccc(-c2c(NCCc3ccccc3)c(=O)c2=O)cc1 | i | -1.2 | i |
| O=[N+]([O-])c1ccc(N2CCN(C(=S)c3cccc([N+](=O)[O-])c3)CC2)cc1 | i | -0.2 | i |
| CNc1nc(-c2ccccc2)nc(-c2ccccc2)c1C#N | i | 0.0 | i |
| Nc1ccc(OCCCc2c(N)nc(N)nc2N)cc1 | i | -3.0 | i |

Screens from PubChem.
